Runt-SMMHC FRET: inhibitors of human RUNX1 Runt domain binding to CBFb-SMMHC. Q01196+Q13951. Cerulean-Runt/Venus-CBFb-SMMHC FRET ratio 530/480, 1 h. inhibition, % at 20 µM. actives 0.74% (n = 220,000). AID 1434;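 active = mean inhibition across duplicate retests at 20 µM reaching about 50%, limit read from the data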;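 also: 0% = DMSO wells and 100% = wells with excess untagged CBFb-SMMHC; inhibitors lower the FRET ratio by blocking Runt binding to CBFb-SMMHC; some results filed as inactive read as strong as hits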
14-3-3 Bad PPI: disrupts binding of bovine 14-3-3 zeta to phospho-Bad peptide | TR-FRET 14-3-3zeta/Dy647-pBad peptide displacement, 1 h | inhibition, % at 21.7 µM | P63103 | AID 781 | actives 0.71% (n = 220,000);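 active = inhibition above about 70%, limit read from the data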;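 also: 0% = full 14-3-3 plus peptide FRET controls and 100% = background without 14-3-3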
Target sequence (P63103 whole entry, looked up): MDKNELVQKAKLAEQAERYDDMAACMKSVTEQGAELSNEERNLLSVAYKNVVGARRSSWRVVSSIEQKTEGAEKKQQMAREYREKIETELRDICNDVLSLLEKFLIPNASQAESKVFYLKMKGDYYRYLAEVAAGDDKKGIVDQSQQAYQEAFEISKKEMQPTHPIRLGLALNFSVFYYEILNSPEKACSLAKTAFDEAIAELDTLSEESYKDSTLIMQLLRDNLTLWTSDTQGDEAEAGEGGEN
FXIIa inh: blocks human coagulation factor XIIa protease activity; purified FXIIa, Boc-QGR-AMC fluorogenic substrate, 2 h; inhibition, % at 5 µM; actives 0.3% (n = 220,000); AID 800; in the data active = inhibition above about 40%;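 also: 0% = enzyme with no compound and 100% = blank without enzyme; many of its hits are not listed in these tables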
Runt-CBFb FRET: inhibitors of human RUNX1 Runt domain binding to CBFb; Q01196+Q13951; Cerulean-Runt/Venus-CBFb FRET ratio 530/480, 1 h; inhibition, % at 20 µM; actives 0.46% (n = 220,000); AID 1496;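 active = inhibition over about 50% at 20 µM in the single-dose screen, limit read from the data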;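 also: 0% = DMSO wells and 100% = excess unlabeled CBFb competitor control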
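Assay system: Cerulean-Runt domain fusion protein, energy donor; Signal: fluorescence energy transfer, 422 nm excitation, 530/480 nm emission; Timing: 1 h compound exposure, room temperature; Control set: unlabeled CBFb; Medium: Tris buffer pH 7.5 with salts and BSA; Compound: single test concentration of 20 µM, 1% DMSO final; Probe or stimulus: Venus-CBFb 100 nM.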
thrombin 1536: inhibitors of human thrombin | inhibition, % at 5 µM | alpha-thrombin, Boc-VPR-AMC fluorogenic substrate cleavage | actives 0.26% (n = 220,000) | P00734;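 active = inhibition at or above 40%; inactive = inhibition below 40%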;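 also: 0% = enzyme with no compound and 100% = wells without enzyme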
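System: human alpha-thrombin protein; Compound dosing: one concentration per compound, 5 µM, with 0.2% DMSO; Timing: reaction at room temperature; Technique: AMC fluorescence, 355/460 nm; Controls: enzyme without compound as high, wells lacking enzyme as low.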
FXIa inh 1536: factor XIa (human) inhibition; inhibition, % at 5 µM; purified FXIa, Boc-Glu-Ala-Arg-AMC fluorogenic substrate; actives 0.14% (n = 220,000); AID 798; P03951;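 active = inhibition of at least 40%; inactive = inhibition below 40%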;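 also: fluorescence of freed AMC excited at 355 nm; 0% = enzyme without compound and 100% = no enzyme blank; many of its hits are not listed in these tables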
hK5 inh: kallikrein 5 (human) inhibition; Q9Y337; actives 0.59% (n = 210,000); inhibition, % at 5 µM; recombinant hK5, fluorogenic AMC substrate cleavage; AID 873;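 active = inhibition of 40% or more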;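 also: 0% = enzyme controls without compound and 100% = no-enzyme blanks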
Target sequence (Q9Y337 67-293 limits assumed): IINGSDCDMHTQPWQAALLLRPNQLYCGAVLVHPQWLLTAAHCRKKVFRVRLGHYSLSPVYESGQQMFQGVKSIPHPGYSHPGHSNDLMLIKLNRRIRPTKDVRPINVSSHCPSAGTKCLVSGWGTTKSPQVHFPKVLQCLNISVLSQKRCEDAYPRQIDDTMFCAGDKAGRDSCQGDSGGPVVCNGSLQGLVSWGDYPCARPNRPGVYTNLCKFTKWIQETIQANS
Hck-Nef inh: blocks Nef-activated human Hck kinase | actives 0.68% (n = 220,000) | P08631 | inhibition, % at 20 µM | Recombinant Hck-YEEI plus Nef, Z-Lyte FRET kinase assay;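 active = Hck-Nef kinase inhibition above about 50%, limit read from the data; inactive = inhibition below that limit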;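 also: 0% = DMSO with Hck plus Nef and 100% = Hck alone without Nef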
Target sequence (P08631 whole entry, looked up): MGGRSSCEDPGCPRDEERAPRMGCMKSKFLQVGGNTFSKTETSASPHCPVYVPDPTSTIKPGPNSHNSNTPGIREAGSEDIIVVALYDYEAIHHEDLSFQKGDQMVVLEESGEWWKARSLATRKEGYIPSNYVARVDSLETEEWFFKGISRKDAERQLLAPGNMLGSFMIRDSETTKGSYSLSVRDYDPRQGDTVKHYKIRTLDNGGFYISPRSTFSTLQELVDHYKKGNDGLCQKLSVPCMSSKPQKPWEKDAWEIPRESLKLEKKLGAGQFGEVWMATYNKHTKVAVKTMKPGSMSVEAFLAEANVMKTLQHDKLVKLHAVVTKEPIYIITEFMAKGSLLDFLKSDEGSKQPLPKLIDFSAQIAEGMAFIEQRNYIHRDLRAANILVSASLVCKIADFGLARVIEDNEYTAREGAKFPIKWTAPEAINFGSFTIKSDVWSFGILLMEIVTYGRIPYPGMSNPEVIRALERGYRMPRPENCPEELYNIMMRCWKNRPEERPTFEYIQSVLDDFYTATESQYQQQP
Wee1 degr inh: inhibitors of human Wee1 degradation; P30291; HeLa Luc-Wee1K328M stability, luciferase luminescence; 100% = proteasome inhibitor MG132 effect; reporter increase, % at 5 µM; actives 1.2% (n = 220,000); AID 1321;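 active = activation above the mean of all tested compounds plus 3 SD, set per screening run, cut at about 8.8% in these data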;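 also: cells exposed to compound for 20 h before luminescence read; 0% = DMSO alone and 100% = MG132 at 30 µM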
An asterisk follows results filed as active; nt = not tested or not shown; [ ] = dose if it differs, or a comment.

SMILES	Runt-CBFb FRET	FXIIa inh	hK5 inh	Hck-Nef inh	FXIa inh 1536	Runt-SMMHC FRET	14-3-3 Bad PPI	thrombin 1536	Wee1 degr inh
COc1ccc(Cn2nnnc2C(c2ccc(F)cc2)N2CCN(C3CCCC3)CC2)cc1 (stereo not given)	0	7	-25	0	-1	2	11	-1	5
C=CCN1N=C(/C=C/c2ccc(C)cc2)CCC1=O	2	7	1	25	0	2	-7	-8	0
O=C(Cn1cnc2c(cnn2-c2ccccc2)c1=O)NCc1ccccc1	1	19	-23	-3	2	-4	8	-10	0
CCOC(=O)c1[nH]c2cc3c(cc2c1NC(=O)CN1CCCC1)OCO3	0	3	1	14	10	-2	-13	-1	-2
CCOC(=O)/C=c1\s/c(=C(\C#N)C(N)=O)n(-c2ccccc2)c1=O	3	12	-4	22	2	0	2	-2	0
COc1cccc(C(=O)N2CCN(S(=O)(=O)Cc3ccccc3)CC2)c1	0	11	6	2	5	-3	-4[fluorescence artefact?]	5	1
Cc1c(Cl)ccc2c1NC(=O)[C@]21N[C@@H](Cc2ccccc2)[C@H]2C(=O)N(c3ccc(F)cc3)C(=O)[C@H]21	-2	6	-6	-2	-4	-1	2	-4	-1
O=C(COC(=O)CCc1c[nH]c2ccccc12)NCc1ccc2c(c1)OCO2	1	6	1	25	0	2	-9	2	5
CN(C)c1nc(Oc2ccc(=O)[nH]n2)nc(N2CCOCC2)n1	-1	6	4	0	-3	3	-10	-1	0
CCC(C)NC(=O)c1c(N)n(/N=C/c2ccccn2)c2nc3ccccc3nc12 (stereo not given)	1	4	-9	9	-4	-1	-8	-3	0

Two of these compounds in a different format:
Results follow in this order: Runt-CBFb FRET	FXIIa inh	hK5 inh	Hck-Nef inh	FXIa inh 1536	Runt-SMMHC FRET	14-3-3 Bad PPI	thrombin 1536	Wee1 degr inh
> CN(C)c1nc(Oc2ccc(=O)[nH]n2)nc(N2CCOCC2)n1
  -1	6	4	0	-3	3	-10	-1	0
> CCC(C)NC(=O)c1c(N)n(/N=C/c2ccccn2)c2nc3ccccc3nc12 (stereo not given)
  1	4	-9	9	-4	-1	-8	-3	0

Going on with the list:
SMILES	Runt-CBFb FRET	FXIIa inh	hK5 inh	Hck-Nef inh	FXIa inh 1536	Runt-SMMHC FRET	14-3-3 Bad PPI	thrombin 1536	Wee1 degr inh
COc1cc(C=O)ccc1OCCCCOc1ccccc1[N+](=O)[O-]	-1	13	7	0	5	-8	19	6	-3
C[C@H](NC(=O)OC(C)(C)C)C(=O)NCC1CCC(C(=O)O)CC1 (stereo not given in full)	1	-10	3	3	-9	1	2	-3	1
O=C(NCc1cccnc1)c1c(O)c2cccc3c2n(c1=O)CCC3	-6	5	13	13	-2	-3	2	5	4
OC1(CN2CCOCC2)C2CN3CCN(C2)CC1(c1ccccc1)C3 (stereo not given)	2	18	16	-1	8	-3	4	2	-1
CCOc1cccc(NC(=O)C2CCCN(S(=O)(=O)c3ccc(-n4cnnn4)cc3)C2)c1 (stereo not given)	-4	19	-6	3	-3	-1	-10	-5	-2
Cc1ccn2c(=O)nc(SCc3cccc(C(F)(F)F)c3)nc2c1	-10	-1	0	22	1	0	-11	-5	-1
NS(=O)(=O)c1ccc(CCNC(=O)c2ccccc2[N+](=O)[O-])cc1	-1	3	1	-1	-6	0	8	-8	2
CCc1nnc(NC(=O)Cc2cccs2)s1	nt	3	-6	24	-3	nt	16	-7	-6
Cc1occc1-c1nnc(SCC(=O)NCc2cccs2)n1CC1CCCO1 (stereo not given)	-1	-5	-7	0	-12	-10	-14	0	-2
O=C(CSc1nnc(-c2ccncc2)n1Cc1ccco1)Nc1ccccc1F	2	3	-2	13	-4	-2	-1	-2	-2
O=[N+]([O-])c1cc(Cl)ccc1Sc1ccccn1	1	12	5	10	9	-5	-2	1	-2
O=C(Oc1ccc2c(c1)OCC2=O)c1ccccc1	2	37	-6	-20	15	-4	7	-2	-3
CCOc1ccc(Br)cc1S(=O)(=O)Nc1ccc(C(=O)Nc2ccc(C)cc2)cc1	-3	8	-14	0	-2	-4	-7	-8	6
O=C(CSc1nc2ccccc2[nH]1)NCc1ccc2c(c1)OCO2	1	9	-16	2	2	-2	-10[fluorescence artefact?]	-15	1
O=C(NCc1ccc2c(c1)OCO2)c1ccc(CS(=O)(=O)Cc2cccc(Cl)c2)o1	0	11	-22	3	4	1	-19	1	-1
CCOc1ccc(/C=N/NC(=O)Cn2ccnc2C)cc1	0	6	-2	4	-1	1	3	0	2
Cc1ccc(Oc2ccc(Cl)cc2N)cc1	-2	4	1	-8	-2	1	-5	-6	-2
COC(=O)NNC(=O)COc1cc(C)c(Br)cc1C(C)C	0	2	-17	4	-6	6	1	-4	-3
CN1C2CCC1/C(=C\c1ccc(F)cc1)C(=O)/C2=C/c1ccc(F)cc1	1	15	-11	7	9	0	-6	-1	-1
CC(C)CNC(=O)CN(C1CCCCC1)S(C)(=O)=O	-1	10	52*	7	3	-3	2	24	0
COc1cc(NC(=O)c2ccc([N+](=O)[O-])o2)ccc1NC(=O)c1cccs1	-1	4	0	35	4	-5	0	0	6
CC(=O)Nc1ccccc1NC(=O)c1ccc(C)cc1C	-2	-6	-20	-1	-7	2	-5	-3	-2
COC(=O)c1ccc(N2CCN(C(=O)c3ccccc3)CC2)c(NC(C)=O)c1	0	nt	1	-1	-1	2	-3	-1	1
O=C(Cc1ccc(Cl)c(Cl)c1)Nc1ccccc1N1CCOCC1	-3	10	8	21	-1	3	-23	-8	-3
CCC(=O)Nc1ccc2nc(C3CC3)n(Cc3ccccc3)c(=O)c2c1	1	0	-5	1	-18	-2	7	-3	3
CCOC(=O)c1cc(CC)sc1/N=C/c1c(O)ccc2ccccc12	10	12	-14	2	2	13	-1	-12	9.2*
CCOC(=O)C1C(=O)C(C(C)=O)C(=O)CC1CC(C)SCC (stereo not given)	-1	1	-22	4	1	-8	10[fluorescence artefact?]	-8	-2
COc1ccc(-c2cn3cccnc3n2)cc1NS(=O)(=O)c1ccccc1	-2	17	nt	-8	8	-1	-5	-6	-2
CCCCn1c2nc3ccccc3nc2c2c(=O)n(-c3ccccc3)cnc21	-6	-1	-9	2	-4	8	7	-2	-2
COC(=O)C1=C(C)NC=C([N+](=O)[O-])C1c1ccc(OC)cc1 (stereo not given)	20	5	-17	0	2	6	-3	-7	0
O=C1COc2ccc(C(=O)COC(=O)c3ccc4ccccc4n3)cc2N1	-4	-5	3	-1	5	-7	8[fluorescence artefact?]	-4	0
Cc1cccc(C)c1NC(=O)C(NS(=O)(=O)c1cccs1)c1ccccc1 (stereo not given)	-2	17	-13	-1	6	0	-14	-6	1
COc1ccc(NC(=O)C2C3CCC4C(CCC32)C4(Cl)Cl)cc1 (stereo not given)	1	3	-10	5	7	6	12[fluorescence artefact?]	-1	-2
O=C(CCc1nnc(Cc2ccc(-c3ccccc3)cc2)o1)N1CCCC1	-3	6	nt	11	0	-2	-4	0	2
CN1OC(c2ccccc2)=C(CO)C1c1ccccc1 (stereo not given)	-1	3	-8	1	0	-1	-8	-3	-3
COc1ccccc1NS(=O)(=O)c1ccc(NC(=O)CCNC(=O)c2ccco2)cc1	-3	-3	-21	-1	0	-8	8	1	2
Cc1onc(-c2c(Cl)cccc2Cl)c1/C(N)=N/OC(=O)C(C)(C)C	-1	3	-1	16	0	4	-7	-6	3
COc1nc(OC)nc(Oc2ccc([N+](=O)[O-])cc2Cl)n1	0	8	-7	8	8	-4	8	1	-1
O=C(c1cccc(C(F)(F)F)c1)N(c1ccccn1)C1CCCCC1	-3	6	-4	21	4	0	-16	-5	0
CC(=O)Nc1ccc(S(=O)(=O)NCC(=O)OCC(=O)N2CCCc3ccccc32)cc1	0	4	-18	-30	-4	3	-6[fluorescence artefact?]	-3	-2
CC(=O)Nc1ccc(C2=NN(Cc3nnc(-c4ccccc4)o3)C(=O)SC2)cc1	-3	8	-10	8	5	-4	0	-7	-2
COc1ccc(NC(=O)NN(C(=O)c2ccccc2)C(C)(C)C)cc1	0	3	-24	4	3	0	-25	0	-2
CCOC(=O)c1cnc(SCC(=O)N2CCC(C(N)=O)CC2)nc1N	1	6	6	12	-3	1	-5	-5	2
Nc1ncc(-c2ccccc2)c(-c2ccc(OCc3ccccc3)cc2O)n1	-1	7	1	6	-6	1	-3	0	-2
Cc1cccc(C)c1NC(=O)CCCN1CC(C)OC(C)C1 (stereo not given)	2	7	-5	-1	-2	-2	-1	1	0
CCS(=O)(=O)N1CCN(c2ccc([N+](=O)[O-])c(NCC3CCCO3)c2)CC1 (stereo not given)	-5	2	nt	1	-3	0	9	-2	12*
Cc1n[nH]c(C)c1S(=O)(=O)N1CCCC(C(=O)N2CCN(c3ccc(Cl)cc3)CC2)C1 (stereo not given)	-4	5	-7	1	-7	2	4	-2	-3
CC(=O)Nc1ccc(/C(C)=N/Nc2nc(Nc3ccccc3)nc(N3CCOCC3)n2)cc1	2	8	1	14	2	2	-7	2	-4
CSc1c(CC(=O)NCCO)n(C)c2ccccc12	0	18	51*	1	3	1	-8	13	-2
CCN1CCc2c(OCC(=O)Nc3cccc(C)c3C)cccc2C1=O	1	1	-14	12	-6	2	-4	-5	-1

(continued)
SMILES	Runt-CBFb FRET	FXIIa inh	hK5 inh	Hck-Nef inh	FXIa inh 1536	Runt-SMMHC FRET	14-3-3 Bad PPI	thrombin 1536	Wee1 degr inh
COC(=O)c1ccc2c(=O)n(Cc3ccc4c(c3)OCO4)c(SCC(=O)N3CCCC3)nc2c1	0	4	7	26	-1	-5	3	-3	1
CC1CC(=O)Nc2ccccc2N1C(=O)Nc1ccccc1 (stereo not given)	1	14	-1	2	5	-1	2	7	1
CCCCOP(=O)(c1ccc(N(C)C)cc1)C(Nc1ccccc1)c1ccccc1 (stereo not given)	-5	1	-13	-7	0	-3	3	-4	1
O=C(Nc1nnc(-c2ccccc2F)s1)c1cccnc1	-2	6	-1	22	-3	-2	-10	-12	1
CCCCCCC1CC(CCC(=O)Nc2ccc([N+](=O)[O-])cc2)C(=O)O1 (stereo not given)	1	10	8	2	5	0	7	1	1
CCOc1cc(C)c(Cl)cc1S(=O)(=O)N1CCCC1	-1	16	-1	2	-3	0	1[fluorescence artefact?]	4	2
CC1CCCCC1NC(=O)CN1CCC(O)(c2ccc(F)cc2)CC1 (stereo not given)	0	-8	7	-2	2	0	-6	-11	1
COc1ccc(/C=N/Nc2cn[nH]c(=O)c2Cl)cc1	1	0	-7	72*	-2	0	-8	-10	-3
CCOC(=O)c1cnc(-n2nc(C)cc2C)nc1NNc1nc(-c2ccccc2)cc(-c2ccccc2)n1	-2	6	-49	3	4	-5	2	-6	2
O=S(=O)(NC1CCN(Cc2ccccc2)CC1)c1cccc2cccnc12	5	-22	-5	2	-15	0	4	-5	-2
Cc1ccc(S(=O)(=O)NCC2CCC(C(=O)NCc3ccco3)CC2)cc1 (stereo not given)	2	-5	-25	-1	-7	6	-8	-6	-1
